DAX1 inh-1: DAX1 (NR0B1) inhibition, primary screen; HEK293T StAR-luciferase reporter, SF-1/DAX-1 repression relief; inhibition, % at 6.8 µM; 370,000 compounds, 1.1% hits; AID 652010;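 active = inhibition above the mean over all tested compounds plus 3 SD, cut at about 3.6% in these data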;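 also: 0% = DAX-1 cells with DMSO and 100% = cells lacking DAX-1 with DMSO; higher inhibition means more luminescence from relief of DAX-1 repression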
SMARCA2 activ: increases SMARCA2 function in MMTV reporter cells | MG213 cells, MMTV-luciferase reporter, dexamethasone, overnight | AID 652017 | activation, % at 9.1 µM | 370,000 compounds, 1% hits; in the data active = activation above about 7.8%;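 also: 0% = vehicle wells and 100% = reference activator wells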
ADAM17 inh: inhibits human ADAM17 | P78536 | recombinant ADAM17, EDANS/DABCYL FRET peptide cleavage | inhibition, % at 6.95 µM | 370,000 compounds, 0.83% hits | AID 720648;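 active = inhibition above the mean of compounds lying between control limits plus 3 SD, set per campaign, cut at about 8.5% in these data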;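 also: 0% = DMSO-only wells as the low control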
Target sequence (P78536 215-824 limits assumed): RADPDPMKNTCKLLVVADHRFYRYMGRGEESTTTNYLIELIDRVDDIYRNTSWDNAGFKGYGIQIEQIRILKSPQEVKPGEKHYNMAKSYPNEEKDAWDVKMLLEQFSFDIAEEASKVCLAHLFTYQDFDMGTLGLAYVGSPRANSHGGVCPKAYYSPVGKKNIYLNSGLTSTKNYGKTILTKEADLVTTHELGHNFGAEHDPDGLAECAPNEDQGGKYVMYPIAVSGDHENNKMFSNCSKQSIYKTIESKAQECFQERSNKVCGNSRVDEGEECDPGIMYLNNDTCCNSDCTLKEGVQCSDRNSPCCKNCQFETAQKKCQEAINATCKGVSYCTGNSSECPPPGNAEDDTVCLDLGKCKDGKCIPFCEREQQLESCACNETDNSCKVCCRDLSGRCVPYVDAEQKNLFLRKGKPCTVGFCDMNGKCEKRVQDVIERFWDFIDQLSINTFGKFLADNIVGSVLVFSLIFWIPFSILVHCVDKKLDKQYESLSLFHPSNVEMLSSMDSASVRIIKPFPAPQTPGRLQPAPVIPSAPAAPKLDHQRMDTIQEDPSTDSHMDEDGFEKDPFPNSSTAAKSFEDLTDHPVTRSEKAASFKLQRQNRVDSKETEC
MBD2 DNA inh: MBD2-methylated oligo binding inhibition | Q9UBB5 | TR-FRET, MBD2 binding to methylated oligonucleotide | inhibition, % at 4.4 µM | 370,000 compounds, 0.31% hits; in the data active = inhibition above about 13%
ssDAF12 agonist: S. stercoralis DAF-12 activation, primary screen; activation, % at 6.8 µM; 370,000 compounds, 1% hits; HEK293 ssDAF-12/GRIP1 lit1-tk-luc reporter, luminescence; % of 3 µM dafachronic acid response;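 active = activation above the mean over all tested compounds plus 3 SD, cut at about 0.9% in these data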;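 also: 0% = DMSO-only wells and 100% = 3 µM delta7-dafachronic acid wells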
hgDAF12 agonist: activates the H. glycines DAF-12 receptor ligand-binding domain. HEK293 GAL4-hgDAF12 UAS-luciferase reporter, agonist luminescence; normalized to butyrate control. activation, % at 6.8 µM. 370,000 compounds, 1.8% hits;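 active = activation above a cutoff set at the mean of all screened compounds plus 3 SD, cut at about 10% in these data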;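 also: 0% = DMSO wells and 100% = sodium butyrate wells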
hcDAF12 agonist: activators of H. contortus DAF-12 nuclear receptor | HEK293 hcDAF-12 lit1-tk-luc reporter, luminescence; 0% DMSO, 100% Δ7-dafachronic acid | activation, % at 6.8 µM | 370,000 compounds, 1.4% hits;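 active = activation above the mean of all tested compounds plus 3 SD, cut at about 5.5% in these data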;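 also: 100% = response to 3 µM Δ7-dafachronic acid high control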
PLCg1 inh: PLC-gamma1 (human) inhibition, primary screen; AID 720700; 370,000 compounds, 0.84% hits; P19174; inhibition, % at 12.2 µM; purified PLC-gamma1, fluorogenic substrate, fluorescence; in the data active = inhibition above about 9.5%
PLCb3 inh: inhibitors of human phospholipase C beta3; Purified PLC-beta3, fluorogenic substrate, fluorescence; 370,000 compounds, 0.18% hits; AID 720704; inhibition, % at 12.2 µM; in the data active = inhibition above about 11%;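 also: 0% = median of compound wells on plate and 100% = full blocker control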
NR1D1 modulator: modulators of human Rev-erb alpha DNA binding | Rev-erbα–FITC-DNA binding, fluorescence polarization, 90 min | 370,000 compounds, 0.79% hits | activity, % at 10 µM | AID 1259318 | P20393;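 active = activity above about 14%, limit read from the data; passing the limit was not always enough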;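 also: 0% = DMSO wells with 35 nM protein and 100% = DMSO wells with 750 nM protein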
DAX1 inh-2: NR0B1 (DAX1) inhibition | AID 504766 | HEK293 Gal4-DAX1 luciferase reporter, luminescence | inhibition, % at 6.75 µM | 340,000 compounds, 0.99% hits | P51843;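 active = inhibition above the mean over all tested compounds plus 3 SD, cut at about 4.2% in these data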;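 also: 0% = DAX1-transfected cells with DMSO and 100% = empty-vector control cells with DMSO; inhibition shows as a rise in luminescence from relieved DAX1 repression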
Target sequence (P51843 207-470 limits assumed): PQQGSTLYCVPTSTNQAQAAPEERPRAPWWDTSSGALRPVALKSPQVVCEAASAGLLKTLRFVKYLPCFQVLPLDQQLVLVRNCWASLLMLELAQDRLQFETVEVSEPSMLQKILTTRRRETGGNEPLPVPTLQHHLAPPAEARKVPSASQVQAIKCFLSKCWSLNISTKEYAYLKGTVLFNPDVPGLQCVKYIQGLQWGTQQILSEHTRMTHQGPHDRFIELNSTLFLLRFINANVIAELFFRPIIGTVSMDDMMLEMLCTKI
Active calls of the source: *; / = not tested or not shown.

entry	canonical_smiles	PLCg1 inh	hgDAF12 agonist	MBD2 DNA inh	ssDAF12 agonist	hcDAF12 agonist	ADAM17 inh	DAX1 inh-1	SMARCA2 activ	NR1D1 modulator	DAX1 inh-2	PLCb3 inh
1	COc1ccc(C(CC(=O)O)NS(=O)(=O)c2ccc3c(c2)NC(=O)CO3)cc1 (stereo not drawn)	1	-1.7	4	-0.5	2.9	0	-0.1	5	5	-1.0	0
2	Cc1cc(C)n2c(SCc3ccc(Cl)cc3Cl)nnc2n1	0	-0.9	4	-0.8	-1.6	-2	0.2	2	-1	-0.2	2
3	CC12CCC(=O)N1C(C(=O)Nc1ccccc1N1CCCC1)CS2 (stereo not drawn)	-4	-1.9	-6	-1.5	-0.1	0	-0.3	4	0	-0.2	-2
4	CCOC(=O)C1(CCc2ccccc2)CCN(C(=O)C2CCCO2)CC1 (stereo not drawn)	0	-0.9	2	-0.5	-1.3	-2	-0.7	-2	7	-0.1	3
5	COc1cccc(NC(=O)C2(C)CCN2C(C)C)c1OC (stereo not drawn)	6	2.5	2	-0.9	-1.3	5	0.0	2	1	/	4
6	COc1ccc2[nH]c(=O)c(CN(Cc3cccnc3)C(=O)Nc3ccccc3)cc2c1	-27	0.3	-4	-1.4	-1.6	-52	-1.8	-3	1	-1.9	-29
7	CSc1cccc(NC(=O)CSc2ccc(C)cc2)c1	1	3.9	-2	-0.4	2.2	-1	0.3	-1	0	-1.1	2
8	Nc1nc(SCC(=O)c2ccc(Br)s2)n[nH]1	1	2.2	4	-1.1	-2.0	-2	0.2	-1	3	/	-3
9	CC(C)SCc1nc2ccccc2[nH]1	-19	0.4	2	0.2	3.2	-9	-0.6	-2	-4	-0.9	-20
10	COc1ccc(C(CNC(=O)c2cccc(S(=O)(=O)NCc3ccccc3)c2)N2CCOCC2)cc1 (stereo not drawn)	0	-1.9	4	-1.1	-1.0	-4	-0.5	-4	5	0.4	0
11	CN(C)C(=O)Nc1ccc(F)cc1F	1	0.7	-3	-1.1	-0.9	-2	1.0	-1	-4	-0.8	-3
12	CC(=O)Nc1ccc2c(c1)nc(CN1CCCC1)n2C	-19	0.6	2	-1.1	0.1	-9	0.5	-3	-4	-0.4	-28
13	CC1SCC(NC(=O)c2cccc(Cl)c2)CS1 (stereo not drawn)	0	-2.9	6	-1.3	-2.0	-3	-0.5	-3	7	-1.6	-8
14	Cc1csc(NC(=O)CSc2nc(=O)[nH]c3c2CCCC3)n1	2	-0.6	2	-0.8	-0.5	-4	-1.9	-4	-1	0.3	-7
15	Cc1ncc(S(=O)(=O)c2ccccc2)c(-c2ccc(Cl)cc2Cl)n1	-1	0.4	-5	-1.4	-1.2	-3	0.5	1	-5	-0.2	1
16	O=C(CN1CCC(n2nnc3cc(C(F)(F)F)ccc32)CC1)Nc1ccc2c(c1)OCCO2	-2	-6.2	1	-2.0	-3.8	-3	-2.1	-10	-6	-0.8	-8
17	Cc1ccccc1NC(=O)C1CC(Cl)=CCC1C(=O)O (stereo not drawn)	2	-0.8	-6	-1.3	-0.1	-3	1.3	-3	1	0.4	2
18	O=C(Cc1cccs1)N/N=C/C(Br)=C/c1ccccc1	-4	5.2	-4	-0.3	0.2	2	0.6	3	2	0.3	-3
19	COc1ccc(NC(=O)CSc2ncccc2C(=O)OC(C)C)cc1OC	3	-7.8	-4	-2.7	-5.2	4	-2.2	-6	-1	-3.6	2
20	COc1ccccc1N1CCN(C(=O)c2ccc(Cl)c(S(=O)(=O)NCc3ccco3)c2)CC1	1	-1.2	-4	-1.6	-1.6	2	-2.7	-2	-3	-1.8	3
21	Cn1c(SCC(=O)Nc2ccc(Cl)cn2)nnc1C1CC1	-1	0.8	-3	-1.1	1.7	5	1.6	-3	1	0.3	-3
22	CCCCCCCCNC(CO)(CO)CO	3	1.1	2	-0.9	0.9	-5	-0.3	-4	1	/	4
23	CCn1c(=O)c(NC(=O)c2ccccc2)c2n(c1=S)CCCCC2	4	0.3	-1	-1.4	-0.5	-2	0.5	0	-2	0.3	2
24	CN(C)CCNC(=O)c1ccc(Sc2ccc(Br)cc2)c([N+](=O)[O-])c1	3	-0.4	2	-2.0	-1.1	-3	-0.6	-1	3	-0.1	-3
25	COc1ccc(-n2nnnc2CNC(=O)C2CC(=O)N(c3ccc(Cl)cc3)C2)cc1 (stereo not drawn)	4	-0.8	-1	-1.4	1.4	-3	-0.9	-2	-4	-1.0	-4

The closing two records of the part above open the next one.
entry	canonical_smiles	PLCg1 inh	hgDAF12 agonist	MBD2 DNA inh	ssDAF12 agonist	hcDAF12 agonist	ADAM17 inh	DAX1 inh-1	SMARCA2 activ	NR1D1 modulator	DAX1 inh-2	PLCb3 inh
24	CN(C)CCNC(=O)c1ccc(Sc2ccc(Br)cc2)c([N+](=O)[O-])c1	3	-0.4	2	-2.0	-1.1	-3	-0.6	-1	3	-0.1	-3
25	COc1ccc(-n2nnnc2CNC(=O)C2CC(=O)N(c3ccc(Cl)cc3)C2)cc1 (stereo not drawn)	4	-0.8	-1	-1.4	1.4	-3	-0.9	-2	-4	-1.0	-4
26	O=C(CSc1ncnc2sccc12)N1CCCCC1	-2	4.7	6	-0.2	3.5	-4	1.7	2	5	2.1	0
27	CC(=O)c1cccc(NC(=O)c2cccc3c(-c4cnn(C)c4)coc23)c1	-4	-1.6	6	-0.8	0.6	-5	-1.1	-3	-3	/	-6
28	CC1=NC(=O)C(N=Nc2ccccc2C(=O)O)N1c1ccccc1 (stereo not drawn)	1	4.8	-2	-0.3	4.2	-1	0.3	1	0	/	0
29	CC(C)(C)NC(=O)C(c1ccncc1)N(C(=O)c1csnn1)C1CC1 (stereo not drawn)	2	-0.6	3	-1.0	-1.5	-1	0.2	-1	1	-1.0	3
30	N#Cc1c(-c2ccc(Br)cc2)nc2n(c1=O)CCCS2	-50	-1.3	-1	-1.0	-2.1	1	-0.1	-2	3	0.5	-76
31	CCC(=O)N(CCc1ccccc1C)Cc1cc2cc3c(cc2[nH]c1=O)OCO3	-3	0.5	-1	-1.3	-1.9	-19	-0.1	-3	-3	-0.5	-6
32	COc1ccc(NC(=O)CN(C)C(=O)c2cc(S(=O)(=O)N(C)C)ccc2N2CCCC2)cc1	-1	-1.4	0	-1.0	0.3	2	1.2	0	-3	1.1	-7
33	Cc1ccc(C(=O)N/C(=C/c2ccc(Cl)cc2)C(=O)Nc2cccc(C(=O)O)c2)cc1	-2	1.6	-1	-1.6	-2.5	2	0.3	0	-1	0.0	0
34	CCNC(=O)N(C)c1nncnc1C(=O)NC	6	2.7	-2	-1.3	0.1	-5	-0.6	-2	1	0.7	-9
35	Cc1ccc(S(=O)(=O)C2CCOC2=O)cc1 (stereo not drawn)	1	1.4	-1	-0.8	-1.0	-8	-0.1	-8	0	0.1	0
36	CC(/C=C/c1ccccc1)=N\Nc1ccccc1[N+](=O)[O-]	-2	3.9	-1	-1.2	1.0	3	0.4	-2	-5	0.6	4
37	COCCn1c(SCC(=O)Nc2ccc(Cl)cn2)nnc1-c1ccncc1	3	-3.0	1	-0.8	-1.3	-4	-0.1	-1	6	-0.5	-3
38	Cc1cc(C(=O)OCC(=O)N(C)c2c(N)n(Cc3ccccc3)c(=O)[nH]c2=O)c(C)n1-c1ccccc1	0	3.4	3	-0.9	-0.6	-4	-1.5	-3	-2	0.7	-6
39	Cc1ccc(C2CC(=O)N3CN(c4ccc(Br)cc4)CSC3=C2C#N)o1 (stereo not drawn)	-102	2.1	7	0.3	0.6	-8	-0.5	-5	-3	1.0	-123
40	COc1cc2sc(-c3ccccc3OC)c(-c3ccc(O)cc3)c2cc1OC	-54	-1.0	-4	-0.6	1.4	3	-0.7	0	1	0.6	-69
41	COc1ccc2cnn(-c3ccc(OC(F)(F)Cl)cc3)c(=O)c2c1OC	0	1.0	-4	-1.3	-0.8	-2	0.5	-2	1	-0.4	-8
42	NS(=O)(=O)c1ccc(Nc2c([N+](=O)[O-])cncc2[N+](=O)[O-])cc1	3	-0.7	-5	-1.3	-0.6	0	-1.1	1	11	-1.2	-4
43	CC(=O)N1CCc2ccc(N)cc21	-21	-0.6	-2	-1.0	0.6	-13	-0.5	-4	-3	0.3	-31

Among those listed so far, these contain an NH in an aromatic ring:
entry	canonical_smiles	PLCg1 inh	hgDAF12 agonist	MBD2 DNA inh	ssDAF12 agonist	hcDAF12 agonist	ADAM17 inh	DAX1 inh-1	SMARCA2 activ	NR1D1 modulator	DAX1 inh-2	PLCb3 inh
6	COc1ccc2[nH]c(=O)c(CN(Cc3cccnc3)C(=O)Nc3ccccc3)cc2c1	-27	0.3	-4	-1.4	-1.6	-52	-1.8	-3	1	-1.9	-29
8	Nc1nc(SCC(=O)c2ccc(Br)s2)n[nH]1	1	2.2	4	-1.1	-2.0	-2	0.2	-1	3	/	-3
9	CC(C)SCc1nc2ccccc2[nH]1	-19	0.4	2	0.2	3.2	-9	-0.6	-2	-4	-0.9	-20
14	Cc1csc(NC(=O)CSc2nc(=O)[nH]c3c2CCCC3)n1	2	-0.6	2	-0.8	-0.5	-4	-1.9	-4	-1	0.3	-7
31	CCC(=O)N(CCc1ccccc1C)Cc1cc2cc3c(cc2[nH]c1=O)OCO3	-3	0.5	-1	-1.3	-1.9	-19	-0.1	-3	-3	-0.5	-6
38	Cc1cc(C(=O)OCC(=O)N(C)c2c(N)n(Cc3ccccc3)c(=O)[nH]c2=O)c(C)n1-c1ccccc1	0	3.4	3	-0.9	-0.6	-4	-1.5	-3	-2	0.7	-6

Screening data from PubChem.
